From PubChem BioAssay
Pf growth 48h – P. falciparum growth inhibition at 48 hours (one generation); P. falciparum luciferase growth in erythrocytes, 48 h; Potency, µM (highest dose often 28.7 µM), without a hit: top-dose activity change, negative = inhibition, most hits filed as inhibitors; 310,000 tested, 5.9% active; note: potency is the fitted concentration of half-maximal effect; % is set by controls: 0 for no effect and ±100 for the full control effect
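In quantitative HTS format, infected erythrocytes bearing luciferase-reporter parasites were treated for a single generation at 37 C. Luminescence after adding detection reagent served as the growth measure.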
Pf growth 96h – P. falciparum growth inhibition at 96 hour, primary screen for plastid delayed-death inhibitors | P. falciparum luciferase reporter growth, 96 h | Potency, µM (titrated, usually from 28.7 µM), inactives show top-dose activity change, negative = inhibition, actives largely listed as inhibitors | 320,000 tested, 6.9% active; note: potency is the fitted concentration of half-maximal effect; % is set by controls: 0 for no effect and ±100 for the full control effect
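Cell-based qHTS: luciferase-tagged P. falciparum in erythrocytes (2% hematocrit, 0.05% parasitemia final) incubated with compounds for 96 hours, 37 C, 5% CO2; luciferase detection reagent then added and luminescence measured.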
Tb PYK inh – inhibitors of Trypanosoma brucei pyruvate kinase; TbPYK enzyme, Kinase-Glo Plus ATP luminescence, 45 min; Potency, µM (titrated, usually from 76.8 µM), for inactives: at the highest dose activity, negative = inhibition, hits mostly inhibitors; 410,000 tested, 0.12% active; Q57TT1; note: potency is the fitted concentration of half-maximal effect; % is set by controls: 0 for no effect and ±100 for the full control effect; nearly all actives have a fitted effect of over 50% in size
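Enzyme and substrate buffer are dispensed first and compound is pin-transferred. ADP at 130 uM final then starts the reaction, which runs 45 min at room temperature. Detection reagent is added for 10 min before luminescence is imaged.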
Shiga toxin inh – blocks Shiga toxin action in Vero cells | inhibition, % at 38.7 µM | AID 2315 | Vero cells, Shiga toxin protein synthesis inhibition reporter | 290,000 tested, 9.2% active; in the data active = inhibition mostly above about 28%, no sharp cut-off; inactive = mostly below about 43%; note: 0% is about no effect
Cycloheximide cs – counter-screen hit for Shiga toxin inhibitors, cycloheximide | cell reporter, cycloheximide protein synthesis inhibition counterscreen | max response, % | 300,000 tested, 12% active | AID 2314; in the data active = max response mostly above about 13%, no sharp cut-off; inactive = mostly below about 14%; note: read at 38.3 µM for the half of the compounds with a filed dose; 0% is about no effect
LmPK inhibitor – inhibitors of Leishmania mexicana pyruvate kinase; Potency, µM (titrated, usually from 57.5 µM), for inactives: at the highest dose activity change, negative = inhibition, actives largely listed as inhibitors; 290,000 tested, 0.37% active; purified LmPK, Kinase-Glo ATP luminescence, 1 h; AID 1721; Q27686; note: potency is the fitted concentration of half-maximal effect; % is set by controls: 0 for no effect and ±100 for the full control effect
Target sequence (Q27686 whole entry, looked up): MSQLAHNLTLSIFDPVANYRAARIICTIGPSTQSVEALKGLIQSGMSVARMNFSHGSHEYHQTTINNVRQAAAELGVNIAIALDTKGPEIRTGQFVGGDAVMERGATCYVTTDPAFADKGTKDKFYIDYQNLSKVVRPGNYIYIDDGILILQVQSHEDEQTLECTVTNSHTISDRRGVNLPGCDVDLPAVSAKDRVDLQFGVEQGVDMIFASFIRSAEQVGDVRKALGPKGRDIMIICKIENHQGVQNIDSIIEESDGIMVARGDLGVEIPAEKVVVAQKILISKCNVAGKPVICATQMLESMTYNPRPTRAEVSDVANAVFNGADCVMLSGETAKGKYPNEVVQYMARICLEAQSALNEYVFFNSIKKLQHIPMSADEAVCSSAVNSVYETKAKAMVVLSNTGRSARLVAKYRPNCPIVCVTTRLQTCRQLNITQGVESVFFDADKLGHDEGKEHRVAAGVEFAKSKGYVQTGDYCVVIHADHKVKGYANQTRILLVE
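Pyruvate kinase activity monitored as ATP production (luciferase luminescence). Conditions: 0.1 nM enzyme, 0.5 mM PEP, 0.1 mM ADP, 1 h, RT; normalized against uninhibited and no-enzyme wells.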
HCV inhibitor – blocks hepatitis C virus | Huh7.5.1 HCVcc-Cre infection, luciferase reporter, 44 h | Potency, µM (series often up to 41.8 µM), inactives show at the top dose activity change, negative = inhibition, hits mostly inhibitors | 340,000 tested, 3.4% active; note: potency is the fitted concentration of half-maximal effect; % is set by controls: 0 for no effect and ±100 for the full control effect
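Reporter virus HCVcc-Cre (~0.5 moi) infects cells exposed to compound; seeding density 1,000 cells/well with 4 h settling beforehand. Luminescence, 15 sec read, taken 44 h post-infection following a 15 min RT substrate incubation.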
Numbers without * were called inactive; ? = inconclusive; · = not tested or not shown; & = joins results of further samples; [ ] = another dose, or the depositor's remark. Unless noted, calls come from the whole dose curve; as a rule, active = well fitted curve in the direction sought with a large enough effect; inconclusive = small, poorly fitted or top-dose-only effect, or another doubt; inactive = no such curve, though single readings can be large; an effect the other way counts as inactive or inconclusive.

SMILES | Pf growth 48h | Pf growth 96h | Tb PYK inh | Shiga toxin inh | Cycloheximide cs | LmPK inhibitor | HCV inhibitor
CN(C)S(=O)(=O)c1ccc(N)c([N+](=O)[O-])c1 | 0.3% | 54.0%[activator] | 2.6% | -7.5 | -0.9 | 1.6% | -7.8%
COc1cc(O)c(C(CCN2CCOCC2)c2cc(OC)c(OC)c(OC)c2)c(OC)c1 (stereo unspecified) | ? | ? | 3.1% | 4.8&2.0 | -6.6&-1.0 | 3.8% | ?
C/C(=N\NC(=O)c1ccc(Cn2cc([N+](=O)[O-])cn2)o1)c1cccc(NC(=O)C(C)C)c1 | -21.8% | ? | 3.4% | 0.0 | 5.4 | -2.7% | ?
CCn1cc(C(=O)N2CCOCC2)c(=O)c2cc(S(=O)(=O)N(C)C)ccc21 | · | -96.8% | -20.1% | -2.9 | -6.7 | 12.1% | -0.9%
COc1cccc2c1Oc1ncccc1N(C(=O)CCC(=O)NCc1ccc(F)cc1)C2 | -1.3% | 38.2%[activator] | 4.2% | -7.2 | -1.8 | 2.2% | 1.0%
Cc1c(Cc2ccccc2)c(=O)oc2cc(OCC(=O)c3ccccc3)ccc12 | 10.3% | -28.0% | -4.3% | -7.0 | -6.8 | 3.9% | ?
COc1ccc(NC(=O)CN(C)C(=O)CNC(=O)c2ccc3ccccc3c2)cc1 | 65.2%[activator] | 41.7%[activator] | 0.1% | · | · | · | -17.3%
O=C(COC(=O)c1ccc(Cl)c(S(=O)(=O)N2CCCCC2)c1)NCC1CCCO1 (stereo unspecified) | 19.6% | -3.4% | 3.9% | 5.2 | 0.9 | -1.4% | 6.3%
N=C(N)SCC1=CCS(=O)(=O)C1 | ? | 20.0% | 2.2% | 6.2 | -0.9 | -14.2% | 14.3%
COc1ccccc1OCC(=O)NNC(=O)Nc1ccc(Cl)cc1 | -5.5% | -28.0%[5.75 µM] | 4.9% | 12.3 | -1.9 | 3.6% | -24.9%

2 successive compounds from above, for reference:
SMILES | Pf growth 48h | Pf growth 96h | Tb PYK inh | Shiga toxin inh | Cycloheximide cs | LmPK inhibitor | HCV inhibitor
CN(C)S(=O)(=O)c1ccc(N)c([N+](=O)[O-])c1 | 0.3% | 54.0%[activator] | 2.6% | -7.5 | -0.9 | 1.6% | -7.8%
COc1cc(O)c(C(CCN2CCOCC2)c2cc(OC)c(OC)c(OC)c2)c(OC)c1 (stereo unspecified) | ? | ? | 3.1% | 4.8&2.0 | -6.6&-1.0 | 3.8% | ?

Structures shown so far with a Cl atom, in the order listed:
SMILES | Pf growth 48h | Pf growth 96h | Tb PYK inh | Shiga toxin inh | Cycloheximide cs | LmPK inhibitor | HCV inhibitor
O=C(COC(=O)c1ccc(Cl)c(S(=O)(=O)N2CCCCC2)c1)NCC1CCCO1 (stereo unspecified) | 19.6% | -3.4% | 3.9% | 5.2 | 0.9 | -1.4% | 6.3%
COc1ccccc1OCC(=O)NNC(=O)Nc1ccc(Cl)cc1 | -5.5% | -28.0%[5.75 µM] | 4.9% | 12.3 | -1.9 | 3.6% | -24.9%

Next part.
SMILES | Pf growth 48h | Pf growth 96h | Tb PYK inh | Shiga toxin inh | Cycloheximide cs | LmPK inhibitor | HCV inhibitor
Cc1ccc(NC(=O)CCNC(=O)c2ccc([N+](=O)[O-])cc2)cc1S(=O)(=O)N1CCOCC1 | ? | ? | 0.0% | · | · | · | -16.6%
O=C(NC(CSSCC(NC(=O)c1ccccc1)C(=O)O)C(=O)O)c1ccccc1 (stereo unspecified) | 28.7% | 43.3%[activator] | 0.3% | -11.9 | -1.1 | 0.8% | 1.58µM*
N/C(=N\O)c1ccc(NC(=O)c2ccc(Br)o2)cc1 | 113.2%[activator] | -4.8% | -14.9% | 80.9* | 45.5* | -8.0% | 0.2%
CC(=O)Nc1ccc(NC(=O)C2CCCN2S(=O)(=O)c2cccc3nsnc23)cc1 (stereo unspecified) | -5.2% | 0.0% | 4.9% | 32.2 | -2.6 | -2.8% | -0.1%
CCn1ccnc1CN(C)C(=O)c1cc(COc2ccccc2SC)on1 | -8.0% | ? | -3.2% | 95.6* | 53.4* | -4.6% | -25.4%
CC(=O)Nc1ccc(S(=O)(=O)Oc2ccc3c(c2)C(C)=CC(C)(C)N3)cc1 | -10.7% | -2.1% | · | 21.7 | 16.4* | 2.2% | ?
COc1ccc(C2/C=C\CN(C(=O)C3CC3)CC(=O)N2Cc2ccc(F)cc2)cc1 (stereo unspecified) | 35.1%[activator] | 54.1%[activator] | 9.0% | 53.1&13.0 | 33.5&-3.5 | -1.5% | -1.2%
CCc1nnc2c(N(C)S(=O)(=O)c3ccc(C)cc3)nc3ccccc3n12 | -1.2% | 8.0% | -0.9% | -5.3 | -2.2 | 5.9% | 5.5%
c1cncc(-c2ccc3[nH]ccc3c2)c1 | 31.5%[activator] | ? | -4.6% | · | · | · | ?
CN1CCN(C(=O)c2ccccc2NC(=O)c2ccccc2)CC1 | -7.6% | ? | -2.1% | -6.8 | -0.9 | -1.0% | 10.3%
Cc1cccnc1NC(=O)CCCN1C(=O)c2ccccc2C1=O | -19.3% | · | -6.5% | 5.3 | -2.7 | -0.2% | 1.8%
COc1cc2c(cc1NC(=O)/C=C/c1cc(OC)c(OC)c(OC)c1)oc1ccccc12 | ? | ? | -8.3% | -11.2 | -4.7 | 0.3% | 8.91µM*
COc1ccc(/C=C/C(=O)OCC(=O)NCCC2=CCCCC2)cc1 | · | 0.3% | 0.8% | 28.3 | 5.7 | -0.5% | 11.1%
O=C1NC[C@@H](Cc2ccc(O)cc2)N(CCc2cccc3ccccc23)C1=O | ? | ? | -3.8% | -7.2 | -1.4 | 6.0% | 6.6%
O=C(O)CCCn1cc(NC(=O)COc2ccc([N+](=O)[O-])cc2)cn1 | ? | 35.5% | -16.3% | 4.0 | -7.9 | -0.3% | 23.8%
O=C1CCNc2c(Cl)cccc21 | 0.9% | -5.0% | 7.4% | -2.0 | -0.4 | -4.4% | -7.9%
O=C(Nc1ccccn1)C12CC3CC(C1)CC(C(=O)Nc1ccccn1)(C3)C2 | ? | -12.9% | 6.5% | 16.0 | -3.2 | -1.2% | -14.0%
O=c1[nH]c(/C=C/c2ccc(Cl)cc2Cl)c([N+](=O)[O-])c(=O)[nH]1 | 195.0%[activator] | 497.3%[activator] | 7.9% | -21.9 | -2.4 | -0.7% | 10.1%
CCOC(=O)c1c(NC(=O)CCC(=O)O)sc2c1CC(C)(C)OC2 | -11.2% | 6.2% | -5.1% | 3.9 | -3.7 | 1.7% | 19.9%
COc1cccc(NC(=O)CSc2nncn2-c2ccccn2)c1 | 9.3% | 1.6%[5.75 µM] | -1.4% | 7.9 | 2.1 | 3.7% | 1.2%
O=C(O)c1ccc2c(c1)-c1nc3ccccc3n1C2=O | · | 43.5%[activator] | -0.2% | -13.6 | -3.1 | ? | 17.5%
CCC(C)NC(=S)Nc1ccc2nc(N3CCN(CC)CC3)cc(C)c2c1 (stereo unspecified) | 0.0% | ? | -0.1% | -20.4 | 10.7 | 5.2% | ?
COc1ccc(C(CNC(=O)C(=O)Nc2ccc3c(c2)OCO3)N2CCN(C)CC2)cc1 (stereo unspecified) | -19.3% | -0.4% | 2.8% | · | · | · | ?
CCOC(=O)c1cc2c(=O)[nH]ccc2nc1C(F)(F)F | ? | 6.57µM* | 1.4% | -5.2 | -0.8 | 9.3% | 9.1%
O=C(CN1CCC(C(=O)c2cccc(F)c2)CC1)NCc1cccs1 | ? | 2.3% | -13.9% | -7.0 | -4.8 | 0.9% | 2.3%
Cn1cc(CN2CCC(Oc3ccc(C(=O)N4CCCCC4)cc3)CC2)cn1 | -8.2% | 4.8% | 2.2% | -13.4 | -2.0 | 5.5% | 9.9%
O=C(/C=C/c1cccs1)c1ccc(N2CCOCC2)cc1 | · | · | -15.2% | 32.9 | -3.6 | -21.2% | ?
Cc1ccc(C)c(-n2c(CNC(=O)c3ccco3)nnc2SCC(=O)N2CCc3ccccc32)c1 | 8.2% | 13.1µM* | 2.1% | -6.8 | -1.1 | 0.0% | 16.0%
O=C(N/N=C/c1ccc([N+](=O)[O-])o1)c1cc(-c2cccc(Br)c2)nc2ccccc12 | ? | 0.828µM* | 1.5% | -3.5 | -2.4 | 6.6% | 10µM*
CCC1=Nc2cc(C(=O)NCCN3CCCC3)ccc2Sc2ccc(C)cc21 | 10.4µM* | ? | 4.3% | -6.5 | 14.2 | 1.9% | ?
CCn1c(=O)c2c(nc3n2CC(C)CN3CCc2ccccc2)n(C)c1=O (stereo unspecified) | 11.7µM* | 8.28µM* | 0.0% | -12.1 | -3.7 | -2.6% | -28.4%
Cc1ccc(S(C)(=O)=O)cc1C(=O)Nc1cccc(S(=O)(=O)N2CCCCCC2)c1 | ? | ? | 0.4% | · | · | · | ?
CC(/C=N/N1CCN(c2ccccn2)CC1)=C\c1ccccc1 | 105.4%[activator] | 193.1%[activator] | 4.2% | 46.7* | 22.8* | -2.9% | -17.3%
CC1CCCCC1NC(=O)C1CCN(c2c3c(nc4ncnn24)CCC3)CC1 (stereo unspecified) | 9.28µM* | -7.8% | 0.2% | -3.4 | -5.7 | -9.1% | ?
O=C(O)Cc1ccc(NC(=O)c2ccc(Cl)c(Cl)c2)cc1 | -17.5% | -11.0% | 6.4% | -6.7 | -2.4 | -1.1% | 1.3%
Cc1ccc(C)c(CSc2nc3ccncc3n2CC(=O)Nc2ccc(C)c(C)c2)c1 | ? | -14.9% | · | -11.5 | 8.5 | -1.8% | 0.1%[8.37 µM]
COc1ccc(C)cc1-n1c(SCC(=O)Nc2cc(C)on2)nc2sc(C)c(C)c2c1=O | 9.28µM* | 33.3%[activator] | -1.2% | -13.4 | -4.9 | 3.2% | ?
O=c1cc[nH]c2c1ccc1c(=O)cc[nH]c12 | · | -26.6% | -8.9% | 26.6 | 6.6 | 1.0% | -10.5%
O=C(CSCc1ccccc1F)NCc1ccccc1 | 253.4%[activator] | -22.6% | 3.9% | 72.5 | 44.2* | 1.4% | 8.6%
O=c1[nH]c(CSc2ncnc3sccc23)nc2cc(C(F)(F)F)ccc12 | 10.8% | -1.1% | 1.3% | -5.3 | -3.7 | 8.0% | 9.8%
Cc1cc(C)cc(NC(=O)c2ccccc2CC[N+](=O)[O-])c1 | ? | 4.0% | -3.2% | 13.0 | 6.2 | 3.5% | ?
COCc1ccc(CN2CCc3c([nH]c4ccccc34)C2C(C)(C)C)o1 (stereo unspecified) | 86.1%[activator] | -28.9%[5.75 µM] | 1.6% | 39.2 | 20.7* | 9.9% | -12.2%
Cn1c(C(=O)NCCc2ccccc2)cc(=O)n(C)c1=O | 16.8% | -14.7% | 7.6% | -1.0 | 1.9 | -16.5% | 18.4%
COC(=O)C1CCN(C(=O)c2cc(OC)c(OC)c(OC)c2)CC1 | -1.3% | 30.9%[activator] | 7.9% | 8.9 | -0.8 | -15.5% | -9.2%
COc1cccc(NC(=S)N(CCC(C)C)C(C)c2ccncc2)c1 (stereo unspecified) | ? | 7.3% | 0.6% | 2.4 | 5.7 | 8.4% | -1.2%
Cc1sc2nc(CN3CCCC3)nc(N3CCN(S(=O)(=O)c4cccs4)CC3)c2c1C | ? | ? | 6.4% | -20.7 | -11.0 | 0.0% | -17.2%
